Mcl1-Bid inh = Mcl-1/Bid binding inhibitors, primary screen, biochemical, TR-FRET, 1536-well. TR-FRET Mcl-1/Bid-Dy647 peptide binding. inhibition, % at 21.7 µM. 0.97% of 220,000 active;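 active = compounds that cut the binding signal by more than half at the single screening dose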;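 note: His-tagged Mcl-1 with europium anti-His antibody binding Bid BH3 peptide; 0% = Mcl-1 plus peptide wells and 100% = peptide-only wells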
Target sequence (Q07820 whole entry, looked up): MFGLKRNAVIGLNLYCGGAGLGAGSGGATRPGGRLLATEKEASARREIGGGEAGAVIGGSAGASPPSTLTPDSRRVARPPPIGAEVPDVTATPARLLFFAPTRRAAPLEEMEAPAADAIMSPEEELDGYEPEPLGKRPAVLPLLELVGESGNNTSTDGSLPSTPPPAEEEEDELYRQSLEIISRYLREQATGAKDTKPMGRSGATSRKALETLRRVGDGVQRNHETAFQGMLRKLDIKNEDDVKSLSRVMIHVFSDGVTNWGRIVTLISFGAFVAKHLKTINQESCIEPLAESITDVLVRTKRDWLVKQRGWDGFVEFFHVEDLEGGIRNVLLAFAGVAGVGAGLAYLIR
GSH bead fluor = compound fluorescence on glutathione beads, profiling panel, artefact control, biophysical, 488/530 nm, flow cytometry | 0.25% of 190,000 active | fluorescence (KMESF) at 10 µM | AID 1776, 2009 | GSH beads flow cytometry, compound fluorescence 488/530 nm; stronger effect = higher value; in the data active = fluorescence above about 89;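 note: glutathione beads carrying GST-tagged Bcl family fusion proteins plus one bare bead set; values are compound well signal with DMSO vehicle wells as background; inactives centre near 16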
Rab7 wt modul = modulators of GTP binding to Rab7, primary screen, biochemical, wildtype, multiplex bead flow cytometry | GST-Rab7 beads, fluorescent GTP binding; actives lie on both sides; untreated = 100%, excess cold GTP = 0% | GTP binding activity (percent of control), % at 10 µM | 0.055% of 190,000 active | Rab7 GTPase wild type (dog), Bodipy-FL-GTP binding;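 active = fluorescent GTP binding to Rab7 beads changed by at least 20 points from the 100% baseline, either direction, mostly lower; inconclusive = compound itself probably fluorescent, or too few beads counted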;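 note: median green fluorescence of bound Bodipy-FL-GTP per Rab7 bead population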
HRas wt GTP bind = modulators of GTP binding to HRas wildtype, primary screen, biochemical, bead-based flow cytometry, multiplex; GTPase HRas (Homo sapiens), P01112; GTP binding activity, % at 10 µM; 0.14% of 190,000 active; GST-Ras wt beads, Bodipy-FL-GTP binding; actives lie on both sides;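 active = GTP binding activity at least 20% away from the 100% baseline, either lowered as inhibitor or raised as activator; inconclusive = flagged as likely green fluorescent, judged across all proteins in the well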;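 note: 0% = unlabeled GTP competition control and 100% = no-compound control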
Target sequence (P01112 whole entry, looked up): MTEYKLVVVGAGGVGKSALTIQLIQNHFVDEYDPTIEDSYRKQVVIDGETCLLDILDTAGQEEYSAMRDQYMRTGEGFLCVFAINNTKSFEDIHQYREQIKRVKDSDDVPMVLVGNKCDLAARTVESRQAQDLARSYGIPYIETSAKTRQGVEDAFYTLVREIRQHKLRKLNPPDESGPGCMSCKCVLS
Pf gamet viab = late stage P. falciparum gametocyte viability inhibitors, primary screen, ATP luminescence, HTS. P. falciparum stage V gametocytes, 24 h. inhibition, % at 10.9 µM. 0.065% of 150,000 active;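 active = inhibition above the mean plus 3 SD of compounds within the control limits, set per campaign, cut at about 38% in these data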;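 note: 0% = DMSO wells and 100% = medium only without gametocytes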
Mcl1-Noxa inh = Mcl-1/Noxa binding inhibitors, primary screen, biochemical, TR-FRET, 1536-well; Induced myeloid leukemia cell differentiation protein Mcl-1 (Homo sapiens), Q07820; TR-FRET Mcl-1/Noxa peptide binding, 2 h; inhibition, % at 21.7 µM; 1.5% of 220,000 active;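 active = compounds that cut the protein-peptide binding signal by more than 50% relative to plate controls in a single-dose test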;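 note: His-tagged Mcl-1 with rhodamine Noxa BH3 peptide and terbium anti-His antibody; 0% = Mcl-1 plus Noxa peptide wells and 100% = peptide-only wells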
Rab2 wt GTP = modulators of GTP binding to Rab2A wildtype, primary screen, biochemical, dog, bead-based flow cytometry, multiplex; GTP binding activity, % at 10 µM; 0.19% of 190,000 active; GST-Rab2 wt beads, Bodipy-GTP binding; Ras-related protein Rab-2A (Canis lupus familiaris), P61105;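 active = GTP binding activity at least 20 points away from 100%, either lowered or raised; inconclusive = signal likely due to the compound's own green fluorescence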;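 note: 0% = beads with excess unlabeled GTP and 100% = no-compound control corrected for plate trend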
Cdc42 wt = modulators of GTP binding to wildtype Cdc42, primary screen, biochemical, multiplex bead flow cytometry, Bodipy-GTP. GST-Cdc42 beads; actives lie on both sides. percent activity (GTP binding), % at 10 µM. 0.2% of 190,000 active. AID 761, 2007;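 active = percent activity GTP binding at least 20 points away from the 100% baseline, either down as inhibitor or up as activator; inconclusive = compound flagged as likely green fluorescent from well-wide comparison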;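 note: median bead fluorescence of bound Bodipy-FL-GTP at 100 nM; 0% = excess unlabeled GTP control and 100% = no compound control; below 100% means less GTP binding so inhibitor and above means activator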
Target sequence (P60953 whole entry, looked up): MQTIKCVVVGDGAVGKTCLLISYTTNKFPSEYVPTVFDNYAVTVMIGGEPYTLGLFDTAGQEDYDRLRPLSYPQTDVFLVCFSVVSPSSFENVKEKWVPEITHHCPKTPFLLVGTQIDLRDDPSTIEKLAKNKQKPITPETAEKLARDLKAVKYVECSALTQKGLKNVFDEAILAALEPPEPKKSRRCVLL
Avidin bead fluor = green autofluorescence of compounds with avidin beads – biophysical, 488/530 nm, flow cytometry, artefact control, profiling panel | 0.38% of 220,000 active | compound fluorescence 488/530 nm; stronger effect = higher value | fluorescence (KMESF) at 10 µM; in the data active = fluorescence above about 47; note: inactives centre near 10
Rac1 act GTP bind = GTP binding modulators of activated mutant Rac1, primary screen, biochemical, bead-based flow cytometry, multiplex, fluorescent GTP. Ras-related C3 botulinum toxin substrate 1 (Homo sapiens), P63000. GST-Rac1 activated beads; actives lie on both sides; 100% means binding = to untreated wells. percent activity (GTP binding), % at 10 µM. 0.11% of 190,000 active. AID 764, 2007;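 active = GTP binding at least 20 percentage points away from the 100% baseline, in either direction, so actives lie on both sides; inconclusive = Compound likely fluorescent itself, or too few beads counted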
Rac1 wt GTP bind = wildtype Rac1 GTP binding modulators, primary screen, biochemical, GST-Rac1 beads, flow cytometry, multiplex. fluorescent GTP binding; actives lie on both sides; 0 = cold GTP competed, 100 = untreated. 0.27% of 190,000 active. Ras-related C3 botulinum toxin substrate 1 (Homo sapiens), P63000. AID 757, 2007. GTP binding activity (% of control), % at 10 µM;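 active = GTP binding activity at least 20 points away from the 100% control level, either lower or higher; inconclusive = compound flagged as likely green fluorescent, judged across all proteins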
Numbers without * were called inactive; ? = inconclusive; / = not tested or not shown. A portion of the library; the hit share may differ from the screen's.

smiles,Mcl1-Bid inh,GSH bead fluor,Rab7 wt modul,HRas wt GTP bind,Pf gamet viab,Mcl1-Noxa inh,Rab2 wt GTP,Cdc42 wt,Avidin bead fluor,Rac1 act GTP bind,Rac1 wt GTP bind
CCN1CC=C(c2c[nH]c3ccccc23)CC1,-93,26,97,100,/,-10,99,101,4,98,102
CCCCc1nc2ccccc2c(=O)n1-c1ccccc1[N+](=O)[O-],-17,23,103,98,/,12,100,104,12,97,102
C=Cn1c(P(=S)(N2CCOCC2)N2CCOCC2)cc2c1CCCC2,35,33,95,98,/,25,95,97,3,94,96
CNC(=O)OCCc1n(C)cc[n+]1C,-4,6,102,105,-1,15,101,103,2,96,106
COc1cc(Cn2c(N)c(C(=O)NCc3ccco3)c3nc4ccccc4nc32)cc(OC)c1OC,13,17,96,96,16,49,93,94,3,95,96
CCOC(=O)/C(CCCN(CC)CC)=N\O,-25,23,100,104,15,-3,100,100,11,101,107
COc1ccc(CCNC(=O)c2c(N)n(CCN3CCOCC3)c3nc4ccccc4nc23)cc1OC,10,21,96,97,/,39,97,95,7,95,99
CC(N)Cc1ccccc1Sc1ccc(O)cc1 (stereo not drawn),-19,8,97,97,/,3,98,97,21,97,95
COc1cccc(C2(O)CCN(CC(=O)Nc3nc(C)cs3)CC2)c1,-17,14,97,98,-50,12,98,97,10,97,100
O=C(Nc1ccc(OC(=O)N2CCCC2)cc1)N1CCOCC1,0,31,102,101,/,14,103,110,20,101,112
Cc1ccsc1-c1nc(CSCC(=O)N2CCC3(CC2)OCCO3)c(C)o1,-24,26,97,101,/,-16,101,102,13,99,103
COc1ccccc1CN1CCN(C(=O)COc2cccc(C)c2)CC1,40,23,98,102,-16,11,101,103,33,100,107
Cc1nccn1Cc1ccc(Cl)nc1,-13,12,99,97,9,-6,99,100,24,95,98
O=C(CN1C2CCC1CC(O)(c1cccnc1)C2)Nc1ccc2c(c1)OCO2 (stereo not drawn),-8,24,99,98,-1,1,98,98,11,96,96
Cc1ccc(C(=O)c2cc(Br)ccc2N)cc1,17,12,93,92,17,5,91,91,3,90,96
CCCCN1C(=O)C(C2c3ccccc3C(=O)N2Cc2ccccc2)C(=O)NC1=S (stereo not drawn),-8,25,99,96,-16,6,94,96,39,92,95
CCOP(=O)(OCC)C(NC(=O)c1ccc(Cl)cc1)=C(Cl)Cl,-24,27,93,95,/,/,94,98,9,95,95
CC(=O)CC(C)(C)n1c[n+](C)nn1,-11,30,92,100,/,19,96,96,11,93,96
O=C(CN1CCN(CCO)CC1)Nc1ccc(Cl)cc1C(=O)c1ccccc1,-8,14,104,99,/,6,100,99,21,98,101
CCn1c(O)c(/C=N/NC(=O)c2ccncc2)c(=O)[nH]c1=S,-79,10,97,99,-19,15,96,99,15,100,102

Fetched by compound from above:
smiles,Mcl1-Bid inh,GSH bead fluor,Rab7 wt modul,HRas wt GTP bind,Pf gamet viab,Mcl1-Noxa inh,Rab2 wt GTP,Cdc42 wt,Avidin bead fluor,Rac1 act GTP bind,Rac1 wt GTP bind
CCN1CC=C(c2c[nH]c3ccccc23)CC1,-93,26,97,100,/,-10,99,101,4,98,102
CCOC(=O)/C(CCCN(CC)CC)=N\O,-25,23,100,104,15,-3,100,100,11,101,107
O=C(CN1C2CCC1CC(O)(c1cccnc1)C2)Nc1ccc2c(c1)OCO2 (stereo not drawn),-8,24,99,98,-1,1,98,98,11,96,96

(further entries)
smiles,Mcl1-Bid inh,GSH bead fluor,Rab7 wt modul,HRas wt GTP bind,Pf gamet viab,Mcl1-Noxa inh,Rab2 wt GTP,Cdc42 wt,Avidin bead fluor,Rac1 act GTP bind,Rac1 wt GTP bind
O=C(CN1CC=C(c2ccccc2)CC1)Nc1c(Cl)cccc1Cl,-7,10,103,102,12,-9,100,99,4,99,105
Cc1ccc(CCN2CC(C(=O)N3CCC4(CC3)OCCO4)CC2=O)cc1 (stereo not drawn),-8,18,?,?,/,10,?,?,25,?,?
O=C1NC(=O)C2(Cc3c(nc4ccccn4c3=O)N3CCCCCC32)C(=O)N1Cc1ccccc1 (stereo not drawn),-4,10,100,100,/,2,96,97,40,96,99
Cn1ccc(NC(=O)CCl)n1,-10,11,97,91,-11,-6,94,96,12,95,93
CN1CCN(c2ccc(Cl)cc2N)CC1,-33,28,103,99,/,-3,100,100,8,99,100
CSc1nc(N2CCN(C)CC2)c2ccccc2n1,-16,10,97,97,18,10,96,98,9,95,99
Cc1nn(Cc2ccccc2)c(C)c1C(=O)O,6,24,99,99,-6,7,99,103,12,103,104
CN1CCN(c2ncc(C=O)s2)CC1,2,15,101,94,-10,1,97,93,7,97,99
CC(=O)NC1CC2CCC(C1)N2 (stereo not drawn),-7,21,99,99,-6,4,100,100,33,98,101
Cc1ccc(-c2nc3ccccc3c(=O)n2-c2ccncc2)cc1,-17,16,97,99,/,-15,100,100,5,99,102
CCC(C)NC(=O)c1c(N)n(CC2CCCO2)c2nc3ccccc3nc12 (stereo not drawn),20,21,96,99,/,22,97,99,34,99,103
COc1ccc(Nc2ncc(C(=O)N3CCC4(CC3)OCCO4)c3ccccc23)cc1,-11,19,98,99,/,10,95,98,12,96,96
Cc1cc(OC(=O)c2ccco2)c2c3c(c(=O)oc2c1)CCC3,-12,25,101,96,6,19,96,98,5,95,97
CC(C)c1oc(=O)cc2c1[C@@H](O)[C@H]1OC(=O)[C@@]3(C)C[C@@H](O)[C@@H](O)[C@@]2(C)C13 (stereo partly drawn),-4,19,99,102,-3,13,102,102,6,97,108
COc1ccc(OC(=O)N(C)C)c(CN(C)C)c1,10,24,105,105,11,20,105,109,30,105,111
CCOC(=O)c1c(NC(=O)c2c(N)n(CCCOC)c3nc4ccccc4nc23)sc2c1CCCC2,-16,11,?,?,11,-12,?,?,32,?,?
COC(=O)c1ccccc1OP1(=O)COc2ccccc2OC1,-6,24,98,98,-5,28,100,98,13,97,98
CCOC(=O)c1c(-c2ccccc2)oc2ccc(OC(=O)N(C)C)cc12,26,16,100,99,6,-12,99,98,3,96,100
CCOC(=O)C1C(=O)NC23CCCC2C1c1ccccc1O3 (stereo not drawn),-7,27,100,100,/,-4,102,100,9,100,103
CCOc1ccc(-c2cc(C)[n+](CCO)c(-c3ccc(OCC)cc3)c2)cc1,13,16,98,95,3,15,97,95,7,93,98

Quoted from the listing.
GSH bead fluor, `Cc1ccc(CCN2CC(C(=O)N3CCC4(CC3)OCCO4)CC2=O)cc1` (stereo not drawn) → 18
Pf gamet viab, `Cc1nn(Cc2ccccc2)c(C)c1C(=O)O` → -6
Mcl1-Noxa inh, `CN1CCN(c2ncc(C=O)s2)CC1` → 1
Avidin bead fluor, `Cc1cc(OC(=O)c2ccco2)c2c3c(c(=O)oc2c1)CCC3` → 5
HRas wt GTP bind, `CCOC(=O)c1c(-c2ccccc2)oc2ccc(OC(=O)N(C)C)cc12` → 99

Next results:
smiles,Mcl1-Bid inh,GSH bead fluor,Rab7 wt modul,HRas wt GTP bind,Pf gamet viab,Mcl1-Noxa inh,Rab2 wt GTP,Cdc42 wt,Avidin bead fluor,Rac1 act GTP bind,Rac1 wt GTP bind
C=CCn1c(=O)c(C=Nc2c(OC)cccc2[N+](=O)[O-])c(O)n(CCCC)c1=O,-3,21,99,101,-12,1,97,100,11,98,101
COC(=O)C(O)(c1ccc(N(C)C(=O)c2ccc(Cl)c(Cl)c2)cc1)C(F)(F)F (stereo not drawn),12,9,99,99,12,10,98,101,18,99,101
O=C(Nc1ccc(Br)cc1)c1nn(C23CC4CC(CC(C4)C2)C3)cc1Br,-31,7,108,106,5,-10,105,108,6,104,109
CCCCN1C(=O)NC(=O)C2(Cc3c(nc4ccccn4c3=O)N3CCc4ccccc4C32)C1=O (stereo not drawn),-14,24,102,98,0,14,98,101,7,99,99
O=C(c1ccc(Cl)cc1)C1CCCN(Cc2ccon2)C1 (stereo not drawn),-7,16,96,97,-1,4,99,100,10,98,102
O=[N+]([O-])c1ccc(C2[C@H]3C(c4ccccc4)=NC4(CCCCC4)N23)cc1 (stereo partly drawn),-12,22,100,99,-9,3,98,102,15,97,102
O=C(NC1CN2CCC1CC2)c1ccc(-c2ccc([N+](=O)[O-])cc2)o1 (stereo not drawn),23,21,102,99,/,15,101,102,11,98,105
CC(C)CCNC(=O)c1cc(C(=O)c2cc(Br)ccc2O)cn(CCC(C)C)c1=O,-6,63,108,102,-18,3,100,97,9,97,99
O=c1c2ccccc2nc(Cc2ccccc2)n1-c1cccc(O)c1,0,21,99,98,/,-12,97,99,9,97,103
CCCCn1c(N)c(C(=O)NCc2cccs2)c2nc3ccccc3nc21,7,23,96,90,-2,-6,92,90,10,94,90
Clc1ccc2c(c1)C(c1ccccc1Cl)=NCc1nnc(N3CCN(CCOc4ccccc4)CC3)n1-2,5,23,101,99,/,12,98,99,10,98,99
O=c1[nH]c(=S)n(-c2ccccc2)c(O)c1/C=N/N1CCOCC1,-64,18,94,95,12,3,93,97,3,98,100
CC(C)N1CCN(Cc2ccccc2C(F)(F)F)CC1CCO (stereo not drawn),-10,14,104,102,-8,5,97,98,11,96,102
CCOC(=O)c1nsnc1NCCCl,-5,56,105,97,16,5,99,95,10,97,100
Nc1ccnn1C1CCNCC1,-18,16,104,102,5,-26,102,103,12,100,101
COCCCN=Cc1c(O)[nH]c(=S)[nH]c1=O,-2,18,104,97,/,11,99,97,7,95,101
C=CCc1cc(C=C2C(=O)N(C)C(=O)N(C)C2=O)cc(OCC)c1OCc1ccccc1,-37,17,97,98,-4,17,94,99,4,99,104

Screens (PubChem BioAssay)
